FXN GAA850 act: FXN promoter activators, primary screen, cell-based, luciferase luminescence, HEK293 lucGAA850 | actives 0.56% (n = 360,000) | HEK293 lucGAA850 FXN promoter luciferase reporter, 24 h; percent of 10 µM SAHA response | activation, % at 6 µM;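 active means activation above the average of all compounds screened plus 3 SD, cutoff fixed separately per campaign, cut at about 7.5% in these data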;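 further: 0% = DMSO wells and 100% = 10 µM SAHA wells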
KLK7 zymogen act: proKLK7 zymogen activators, primary screen, biochemical, fluorescence intensity; activation, % at 7 µM; actives 0.9% (n = 370,000); purified proKLK7, EDANS-DABCYL substrate fluorescence; 100% is mature enzyme control, 0% vehicle; Kallikrein-7 (Homo sapiens), P49862;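 active means activation above the mean of all tested compounds plus 3 SD, computed per campaign excluding outliers beyond control limits, cut at about 13% in these data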
rCAG RNA binder: binders of r(CAG) RNA repeats, primary screen, biochemical, fluorescence | r(CAG) RNA repeat, TO-PRO-1 dye displacement fluorescence | inhibition, % at 3 µM | actives 1.3% (n = 370,000);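 active means inhibition above the plate cutoff, the mean of all test compounds on that plate plus 3 SD, cut at about 35% in these data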;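 further: 0% = DMSO alone and 100% = 100 µM mitoxantrone as full dye displacement; higher means more dye released from RNA so lower well fluorescence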
ARFGAP1 inhibitor: inhibitors of rat ARFGAP1 GAP activity, primary screen, biochemical, fluorescence polarization, GDP tracer. inhibition, % at 16.5 µM. AID 651572, 2012. Arfgap1-stimulated ARF1 GTP hydrolysis, GDP FP detection. actives 0.26% (n = 360,000). ADP-ribosylation factor GTPase-activating protein 1 (Rattus norvegicus), Q62848;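 active means inhibition above a per-plate limit, mean inhibition of low control wells plus 3 SD, cut at about 25% in these data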;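 further: 0% = DMSO wells with enzyme and 100% = wells lacking Arfgap1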
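Repeats: one replicate per compound; assay system: rat Arfgap1 catalytic domain, aa 1-136; times: enzyme reaction 120 min at 25 °C after 20 min preincubation; detection: FP of antibody-bound GDP Alexa 633 tracer, ex 620/em 688 nm; benchmarks: high control wells lacking Arfgap1, low control full reaction with DMSO; reagent: human ARF1(Δ1-17)-GTP substrate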
GC-A act: GC-A stimulated cGMP production enhancers – HEK293 GC-A cells, cGMP TR-FRET, EC30 ANP, primary screen; actives 0.14% (n = 370,000); Atrial natriuretic peptide receptor 1 (Homo sapiens), P16066; 0% at EC30 ANP, 100% saturating ANP; activation, % at 10 µM; AID 1671463, 2021; in the data active means activation above about 40%
GC-B act: human GC-B receptor activators, primary screen, HEK293 GC-B cells, cGMP TR-FRET, EC30 CNP; Atrial natriuretic peptide receptor 2 (Homo sapiens), P20594; 0% at EC30 CNP, 100% saturating CNP; activation, % at 10 µM; actives 0.11% (n = 370,000);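 active means activation at 10 µM reaching about 35% in either raw or pattern-adjusted values, limit read from the data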
Target sequence (P20594 whole entry, looked up): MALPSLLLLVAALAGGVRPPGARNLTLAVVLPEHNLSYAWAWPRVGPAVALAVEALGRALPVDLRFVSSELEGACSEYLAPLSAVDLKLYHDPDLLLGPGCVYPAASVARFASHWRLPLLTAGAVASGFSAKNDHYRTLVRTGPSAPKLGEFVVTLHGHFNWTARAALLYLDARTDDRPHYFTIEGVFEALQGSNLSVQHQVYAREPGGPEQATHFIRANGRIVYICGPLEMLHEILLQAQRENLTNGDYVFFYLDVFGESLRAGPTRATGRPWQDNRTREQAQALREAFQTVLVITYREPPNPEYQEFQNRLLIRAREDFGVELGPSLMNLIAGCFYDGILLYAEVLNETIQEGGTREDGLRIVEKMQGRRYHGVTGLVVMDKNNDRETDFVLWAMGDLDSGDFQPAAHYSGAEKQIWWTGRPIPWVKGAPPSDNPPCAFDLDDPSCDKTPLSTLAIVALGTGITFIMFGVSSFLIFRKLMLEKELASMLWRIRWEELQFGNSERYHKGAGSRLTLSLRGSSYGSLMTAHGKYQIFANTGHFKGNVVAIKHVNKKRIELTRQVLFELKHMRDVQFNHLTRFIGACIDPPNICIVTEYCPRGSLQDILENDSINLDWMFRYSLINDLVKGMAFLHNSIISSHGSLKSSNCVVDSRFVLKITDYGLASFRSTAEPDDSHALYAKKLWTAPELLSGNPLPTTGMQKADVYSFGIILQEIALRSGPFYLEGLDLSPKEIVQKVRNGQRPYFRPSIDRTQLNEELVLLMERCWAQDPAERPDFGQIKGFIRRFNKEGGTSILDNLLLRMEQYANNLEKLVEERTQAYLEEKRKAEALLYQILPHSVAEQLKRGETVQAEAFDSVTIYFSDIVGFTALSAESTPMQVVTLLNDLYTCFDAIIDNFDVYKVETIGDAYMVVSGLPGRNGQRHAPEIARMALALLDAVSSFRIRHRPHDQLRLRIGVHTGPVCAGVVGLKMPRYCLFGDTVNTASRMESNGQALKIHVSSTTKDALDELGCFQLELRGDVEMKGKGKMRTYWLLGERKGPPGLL
HGIII-sPLA2 inh: human group III sPLA2 inhibitors, primary screen, biochemical, QFRET, BODIPY PC-A2 liposome substrate; Group 3 secretory phospholipase A2 (Homo sapiens), Q9NZ20; QFRET BODIPY PC-A2 liposome hydrolysis, fluorescence; inhibition, % at 12.2 µM; actives 0.56% (n = 370,000);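 active means inhibition above mean plus 3 SD of compounds lying within the high and low control bounds, cut at about 19% in these data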;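 further: 0% = median of test compound wells and 100% = no enzyme DMSO wells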
ADAM10 inh: human ADAM10 inhibitors, primary screen, biochemical, QFRET, HTS; Disintegrin and metalloproteinase domain-containing protein 10 (Homo sapiens), O14672; recombinant ADAM10, EDANS/DABCYL FRET peptide cleavage, 3 h; inhibition, % at 7 µM; actives 0.62% (n = 370,000); AID 720582, 2013;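 active means inhibition above a per-campaign cutoff equal to the mean of compounds falling between control-based bounds plus 3 SD, cut at about 20% in these data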;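 further: 0% = DMSO wells while the 100% control is not disclosed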
ASAP1 GAP inh: inhibitors of human ASAP1 ArfGAP activity, primary screen, biochemical, fluorescence polarization; ASAP1-stimulated ARF1 GTP hydrolysis, GDP FP detection; actives 0.19% (n = 360,000); Arf-GAP with SH3 domain, ANK repeat and PH domain-containing protein 1 (Homo sapiens), …; AID 624377, 2012; inhibition, % at 16.5 µM; in the data active means inhibition above about 25%;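 further: 0% = vehicle with enzyme and substrate and 100% = no enzyme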
DDE Tn6 FP inh: inhibitors of Tn6 peptide binding to fibrin DD(E), primary screen, biochemical, fluorescence polarization, human fibrin, Tn6 probe | inhibition, % at 8.3 µM | AID 720509, 2013 | Fibrin DD(E) TRITC-Tn6 fluorescence polarization displacement | actives 0.21% (n = 370,000);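 active means inhibition above a per-campaign cutoff: mean of compounds within control limits plus 3 SD, cut at about 15% in these data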;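 further: 0% = median of all compound wells on the plate and 100% = blocking peptide control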
An asterisk follows results filed as active. The list is partial (hit frequency here may not be typical).

`COc1ccc(-n2c(-c3ccc(C)cc3)nc3ccccc3c2=O)cc1` gave FXN GAA850 act 2.1, KLK7 zymogen act 0.3, rCAG RNA binder -5, ARFGAP1 inhibitor -1, GC-A act 2, GC-B act 5, HGIII-sPLA2 inh -4, ADAM10 inh 2, ASAP1 GAP inh 3 and DDE Tn6 FP inh 6.
For CN(C)c1ccc(C2C3C=CC(C3)C2(C#N)C(=O)O)c(Br)c1 (configuration not stated) the results were FXN GAA850 act 1.3, KLK7 zymogen act -0.3, rCAG RNA binder 0, ARFGAP1 inhibitor 10, GC-A act -1, GC-B act 1, HGIII-sPLA2 inh -20, ADAM10 inh 0, ASAP1 GAP inh 2 and DDE Tn6 FP inh -6.
Screening OC1(c2cccnc2)CC2CCC(C1)N2Cc1nnnn1Cc1ccccc1 (configuration not stated) returned FXN GAA850 act -0.8, KLK7 zymogen act 0.1, rCAG RNA binder -4, ARFGAP1 inhibitor 3, GC-A act -6, GC-B act 5, HGIII-sPLA2 inh 4, ADAM10 inh -2, ASAP1 GAP inh 2 and DDE Tn6 FP inh -4.
`C#CCOC(=O)C1=CCCN(C)C1` gave FXN GAA850 act 1.6, KLK7 zymogen act 0.6, rCAG RNA binder -1, ARFGAP1 inhibitor -6, GC-A act -2, GC-B act 4, HGIII-sPLA2 inh 17, ADAM10 inh -7, ASAP1 GAP inh 22 and DDE Tn6 FP inh 3.
`Cc1ccc(OP(=O)(O)Oc2ccc(C)cc2)cc1` gave FXN GAA850 act -1.3, KLK7 zymogen act -1.1, rCAG RNA binder 0, ARFGAP1 inhibitor 11, GC-A act 2, GC-B act 2, HGIII-sPLA2 inh 4, ADAM10 inh -1, ASAP1 GAP inh -14 and DDE Tn6 FP inh -7.
For Oc1ccc(Br)cc1CN1CCN(c2ccccc2)CC1 the results were FXN GAA850 act 0.9, KLK7 zymogen act -0.9, rCAG RNA binder -2, ARFGAP1 inhibitor 0, GC-A act 4, GC-B act 1, HGIII-sPLA2 inh 3, ADAM10 inh -9, ASAP1 GAP inh 1 and DDE Tn6 FP inh 3.
For CC(=O)NC1CC2CCC(C1)N2 (configuration not stated) the results were FXN GAA850 act -0.6, KLK7 zymogen act 0.3, rCAG RNA binder 7, ARFGAP1 inhibitor -5, GC-A act 3, GC-B act -11, HGIII-sPLA2 inh 12, ADAM10 inh -8, ASAP1 GAP inh 3 and DDE Tn6 FP inh 2.
COc1ccc(C(=O)C2CCCN(Cc3ccon3)C2)cc1OC (configuration not stated) was read as FXN GAA850 act 0.4, KLK7 zymogen act 0.0, rCAG RNA binder 1, ARFGAP1 inhibitor -20, GC-A act -1, GC-B act -4, HGIII-sPLA2 inh -4, ADAM10 inh 5, ASAP1 GAP inh 10 and DDE Tn6 FP inh -2.
Screening O=S(=O)(c1ccc(Cl)cc1)N1CN2CCN(C2)C1 returned FXN GAA850 act 0.0, KLK7 zymogen act -0.1, rCAG RNA binder -1, ARFGAP1 inhibitor -3, HGIII-sPLA2 inh -7, ADAM10 inh -13, ASAP1 GAP inh 6 and DDE Tn6 FP inh 5.
Screening CCC(C)n1c(O)c(/C=N/NC(=O)c2ccncc2)c(=O)[nH]c1=S (configuration not stated) returned FXN GAA850 act -2.1, KLK7 zymogen act -1.4, rCAG RNA binder 15, ARFGAP1 inhibitor 12, GC-A act 0, GC-B act 4, HGIII-sPLA2 inh 8, ADAM10 inh -32, ASAP1 GAP inh -16 and DDE Tn6 FP inh 0.
Screening Fc1ccccc1CCNCc1cccc(Cl)c1Cl returned FXN GAA850 act -1.7, KLK7 zymogen act -0.1, rCAG RNA binder -7, ARFGAP1 inhibitor 5, GC-A act -8, GC-B act -8, HGIII-sPLA2 inh -5, ADAM10 inh 12, ASAP1 GAP inh -10 and DDE Tn6 FP inh 13.
`Cc1nc2ccccc2c(=O)n1-c1cc([N+](=O)[O-])cc([N+](=O)[O-])c1` gave FXN GAA850 act 1.1, KLK7 zymogen act 0.5, rCAG RNA binder -4, ARFGAP1 inhibitor 14, GC-A act 0, GC-B act 3, HGIII-sPLA2 inh 4, ADAM10 inh 11, ASAP1 GAP inh 4 and DDE Tn6 FP inh -7.
CC(Cc1ccccc1Sc1ccccc1O)N(C)C (configuration not stated) was read as FXN GAA850 act -3.4, KLK7 zymogen act -0.2, rCAG RNA binder 2, ARFGAP1 inhibitor -10, GC-A act -15, GC-B act -15, HGIII-sPLA2 inh -6, ADAM10 inh -2, ASAP1 GAP inh 10 and DDE Tn6 FP inh -6.
Screening COc1ccc(-n2c(CNCCc3ccc(C)cc3)nc3ccccc3c2=O)cc1 returned FXN GAA850 act -0.3, KLK7 zymogen act 0.9, rCAG RNA binder -6, ARFGAP1 inhibitor -5, GC-A act -3, GC-B act 1, HGIII-sPLA2 inh -11, ADAM10 inh 8, ASAP1 GAP inh 2 and DDE Tn6 FP inh -6.
Screening O=C1NC(=O)C2(Cc3ccccc3N3CCCC32)C(=O)N1c1cccc(Cl)c1 (configuration not stated) returned FXN GAA850 act -1.8, KLK7 zymogen act -1.1, rCAG RNA binder 20, ARFGAP1 inhibitor 14, GC-A act 1, GC-B act 5, HGIII-sPLA2 inh -10, ADAM10 inh -17, ASAP1 GAP inh -10 and DDE Tn6 FP inh 4.
`C#CCN1C(=O)C2(C(C#N)=C(N)OC(C)=C2C(=O)OCc2ccccc2)c2ccccc21` (configuration not stated) gave FXN GAA850 act -0.1, KLK7 zymogen act -0.2, rCAG RNA binder -4, ARFGAP1 inhibitor 8, GC-A act -9, GC-B act 2, HGIII-sPLA2 inh -17, ADAM10 inh 8, ASAP1 GAP inh -10 and DDE Tn6 FP inh -3.
`Cc1ccc(/C=C2/Sc3ccc(C(=O)N4CCC5(CC4)OCCO5)cc3NC2=O)cc1` gave FXN GAA850 act -3.3, KLK7 zymogen act 0.7, rCAG RNA binder 1, ARFGAP1 inhibitor 4, GC-A act 5, GC-B act -2, HGIII-sPLA2 inh -8, ADAM10 inh 7, ASAP1 GAP inh 17 and DDE Tn6 FP inh 5.
`O=C1NC(=O)C(=Cc2ccc3c(c2)OCO3)C(=O)N1` gave KLK7 zymogen act 0.5, rCAG RNA binder 0, ARFGAP1 inhibitor 6, GC-A act 2, GC-B act -2, HGIII-sPLA2 inh 10, ADAM10 inh -8, ASAP1 GAP inh 7 and DDE Tn6 FP inh 1.
Screening CSc1ncc(/C=C2/C(=O)NC(=O)N(c3ccc(C(C)C)cc3)C2=O)cn1 returned FXN GAA850 act 0.0, KLK7 zymogen act 0.0, rCAG RNA binder 21, ARFGAP1 inhibitor -2, GC-A act -2, GC-B act 5, HGIII-sPLA2 inh 4, ADAM10 inh -4, ASAP1 GAP inh 0 and DDE Tn6 FP inh -3.
O=C(COc1ccccc1)N1CCN(CC2CC=CCC2)CC1 (configuration not stated) was read as FXN GAA850 act 0.4, KLK7 zymogen act -0.9, rCAG RNA binder -1, ARFGAP1 inhibitor 4, GC-A act 1, GC-B act -3, HGIII-sPLA2 inh -5, ADAM10 inh -2, ASAP1 GAP inh 11 and DDE Tn6 FP inh 2.
`CN1CC(C(=O)c2cccs2)C(c2ccc(Cl)cc2)C1` (configuration not stated) gave FXN GAA850 act 0.8, KLK7 zymogen act 0.5, rCAG RNA binder 1, ARFGAP1 inhibitor 3, GC-A act -41, GC-B act -9, HGIII-sPLA2 inh -22, ADAM10 inh 7, ASAP1 GAP inh 7 and DDE Tn6 FP inh -4.
Screening COC(=O)CC1(Cc2ccccc2)C(=O)NC(=O)NC1=O returned FXN GAA850 act -2.3, KLK7 zymogen act 1.2, rCAG RNA binder 1, ARFGAP1 inhibitor -1, GC-A act -3, GC-B act 2, HGIII-sPLA2 inh 5, ADAM10 inh -9, ASAP1 GAP inh 4 and DDE Tn6 FP inh -6.
`CCC(=NCc1ccco1)c1c(O)n(-c2ccc(OC)cc2)c(=O)[nH]c1=O` gave FXN GAA850 act 0.5, KLK7 zymogen act -0.7, rCAG RNA binder -7, ARFGAP1 inhibitor -14, GC-A act 3, GC-B act 2, HGIII-sPLA2 inh -6, ADAM10 inh -3, ASAP1 GAP inh -7 and DDE Tn6 FP inh 2.
Screening COc1cccc(C(c2nnnn2-c2c(C)cccc2C)N2CCC(n3c(=O)[nH]c4ccccc43)CC2)c1OC (configuration not stated) returned KLK7 zymogen act -0.2, rCAG RNA binder 10, ARFGAP1 inhibitor 1, GC-A act -5, GC-B act -2, HGIII-sPLA2 inh -13, ADAM10 inh 18, ASAP1 GAP inh -7 and DDE Tn6 FP inh -10.
For CC(=O)OC12COC1CC(O)C1(C)C(=O)C(O)C3=C(C)C(O)CC(O)(C(OC(=O)c4ccccc4)C21)C3(C)C (configuration not stated) the results were FXN GAA850 act -0.2, KLK7 zymogen act -0.4, rCAG RNA binder 3, ARFGAP1 inhibitor 0, GC-A act -2, GC-B act 4, HGIII-sPLA2 inh 3, ADAM10 inh -8, ASAP1 GAP inh 5 and DDE Tn6 FP inh -9.
`CCOc1ccc(NC(=O)C2C3c4ccccc4C(c4ccccc43)C2C(=O)O)cc1` (configuration not stated) gave FXN GAA850 act -0.9, KLK7 zymogen act -0.2, rCAG RNA binder 27, ARFGAP1 inhibitor 5, GC-A act -3, GC-B act -2, HGIII-sPLA2 inh -16, ADAM10 inh -4, ASAP1 GAP inh 9 and DDE Tn6 FP inh 1.
COCOC1CCC2C3CCC4=CC(=O)CCC4=C3C=CC12C (configuration not stated) was read as FXN GAA850 act -2.8, KLK7 zymogen act -11, rCAG RNA binder 24, ARFGAP1 inhibitor -4, GC-A act -2, GC-B act 1, HGIII-sPLA2 inh -11, ADAM10 inh -109, ASAP1 GAP inh -13 and DDE Tn6 FP inh 2.
CCCC12CN3CCN(C1)CC(CCC)(C3)C2=O was read as FXN GAA850 act -1.3, KLK7 zymogen act -0.2, rCAG RNA binder -2, ARFGAP1 inhibitor 4, GC-A act 2, GC-B act 4, HGIII-sPLA2 inh 14, ADAM10 inh -7, ASAP1 GAP inh 0 and DDE Tn6 FP inh 5.
CN1OC[C@@H]2CN3C4(C[C@@H]21)c1ccccc1C3(c1ccccc1)c1ccccc14 was read as KLK7 zymogen act -0.9, rCAG RNA binder 2, ARFGAP1 inhibitor 18, GC-A act -11, GC-B act -12, HGIII-sPLA2 inh 8, ADAM10 inh -62, ASAP1 GAP inh 10 and DDE Tn6 FP inh -1.

High-throughput results: PubChem BioAssay, several laboratories
